DENV2 CPE: inhibitors of DENV2 cytopathic effect; CPE inhibition, % at 9.99 µM; hit rate 1.7% among 350,000; DENV2-infected cells, cytopathic effect rescue, plate reader; in the data active = CPE inhibition above about 20%, passing the limit was not always enough; inconclusive = no clear call, values can overlap the other calls; tested in BHK-21 cells;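 note: 0% = median of neutral control wells and 100% = median of positive control wells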
PAX8 inh HTS: inhibitors of PAX8 transcriptional activity in RMG-I cells. hit rate 1.2% among 360,000. RMG-I TPO-luciferase reporter, SteadyGlo, 24 h. inhibition, % at 12.6 µM. AID 652154;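 active = mean replicate inhibition at least 60% with every replicate also reaching 60%; inconclusive = only one of the two criteria is met; inactive = mean below 60% and not all replicates reaching 60%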;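 note: luciferase light reporting Pax8 driven TPO promoter activity; plate controls were median of neutral control wells for no effect and mitoxantrone controls for full effect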
F508del corr: CFTR F508del correction in bronchial cells. AID 720511. activity (quench increase), % at 7.58 µM. CFBE cells, YFP halide quenching; stimulated with forskolin plus potentiator P3; % fluorescence drop versus neutral controls. hit rate 0.36% among 350,000;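 active = mean added fluorescence quench of at least 8% versus neutral control, with both replicates also reaching 8%; inconclusive = only one of the mean or replicate conditions met; inactive = mean below 8% and not both replicates reaching 8%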;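 note: cells transiently co-express mutant CFTR-F508del with the halide-sensitive YFP; corrector assay measuring rescue of mutant channel to the surface after 24 h compound exposure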
ARNT TACC3 PPI: disruptors of human ARNT/TACC3 interaction | Q9Y6A5 | AlphaScreen His-ARNT PAS-B/GST-TACC3 binding, luminescence; TACC3 fragment carries E629A point mutation | inhibition, % at 9.99 µM | hit rate 0.66% among 390,000 | AID 623870;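 active = mean inhibition of replicates at least 50% and at least half of replicates each reaching 50%; inconclusive = half or more replicates reach 50% but mean below 50%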;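 note: 0% = complete ARNT plus TACC3 wells and 100% = ARNT alone without TACC3; many hits fall short of the cut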
Xi reactivation: activators of X-chromosome reactivation in mouse fibroblasts; XiGFP mouse fibroblasts, % GFP-positive cells imaging, 3 d; cells co-treated with 5-aza-dC sensitizer; scaled so ellipticine positive control = 100%; activation, % at 7.58 µM; hit rate 0.055% among 360,000; AID 743238;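 active = mean normalized replicate activation at least 10% and every replicate at or above 10%; inconclusive = only one of the two criteria met; inactive = mean below 10% and not all replicates reach 10%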;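 note: 0% = median of on-plate neutral control wells and 100% = ellipticine 6 µM median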
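Schedule: 3 d treatment, 15 min room-temperature fixation; system: 68-5-11 XiGFP fibroblast line; buffer or medium: DMEM plus 5-aza-dC sensitizer; control set: ellipticine 6 µM positive control; compound: one concentration, pinned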
ERp5 inh: blocks human ERp5 reductase activity on insulin; Q15084; ERp5 insulin aggregation, absorbance 650 nm, 90 min; inhibition, % at 9.99 µM; hit rate 0.05% among 350,000; AID 651711;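 active = mean replicate inhibition above about 25%, with every replicate also reaching it, limit read from the data, passing the limit was not always enough; inconclusive = only one of those two criteria met; inactive = neither criterion met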
Target sequence (Q15084 whole entry, looked up): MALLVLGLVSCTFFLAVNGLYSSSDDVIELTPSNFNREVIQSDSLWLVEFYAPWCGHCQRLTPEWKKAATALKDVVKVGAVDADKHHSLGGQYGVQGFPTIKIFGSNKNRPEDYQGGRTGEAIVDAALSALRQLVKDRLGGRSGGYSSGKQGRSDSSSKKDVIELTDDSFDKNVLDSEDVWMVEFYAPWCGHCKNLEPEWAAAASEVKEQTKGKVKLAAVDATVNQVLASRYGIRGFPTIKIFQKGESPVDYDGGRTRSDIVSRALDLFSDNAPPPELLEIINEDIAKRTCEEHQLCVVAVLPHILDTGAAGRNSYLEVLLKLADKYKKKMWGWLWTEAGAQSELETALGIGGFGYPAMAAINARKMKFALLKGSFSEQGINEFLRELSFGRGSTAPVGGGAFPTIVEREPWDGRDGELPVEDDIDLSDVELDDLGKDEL
GSIS activator: GLuc luminescence reporter in INS-1E cells, primary screen for activators of glucose-dependent secretion of insulin | INS-1E GLuc reporter insulin secretion, 2-3 h | AID 743287 | hit rate 0.61% among 370,000 | activation, % at 16.6 µM;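 active = lowest replicate activation of at least 40%, so every replicate reaches that level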;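 note: 0% = median of neutral control wells and 100% = median of IBMX positive control wells; some compounds called inactive have numbers as strong as hits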
EWS-Fli inh: inhibitors of EWS/Fli oncoprotein transcriptional activity. A673 NR0B1-luciferase reporter, viability-normalised. inhibition, % at 12.6 µM. hit rate 0.67% among 350,000. AID 651661;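 active = mean inhibition of at least 50% after viability correction, with every replicate also passing that limit; inconclusive = mean reaches 50% but only one of two replicates passes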;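 note: firefly luciferase signal divided by Alamar Blue viability fluorescence both relative to DMSO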
Active calls of the source: *; ? = inconclusive; . = no result given.

SMILES	DENV2 CPE	PAX8 inh HTS	F508del corr	ARNT TACC3 PPI	Xi reactivation	ERp5 inh	GSIS activator	EWS-Fli inh
O=C(CN1C(=O)C(=O)N(Cc2ccco2)C1=O)Nc1ccc(F)c(F)c1F	15	4	-2.3	-17	-0.4	4	-9	2
C1=CC(c2cc3ccccc3o2)OC(CCc2ccccc2)C1 (stereo not drawn)	13	-1	-0.1	-8	0.1	-2	-23	-1
CCC(=O)c1ccc(N2CCN(C(=O)c3ccccc3F)CC2)c(F)c1	6	9	1.1	-1	1.8	0	2	-8
CCOc1ccccc1NC(=O)COC(=O)c1c(CC)noc1C	.	-13	-4.8	-10	0.1	-1	-22	2
CCOc1ccc(N2CC(C(=O)Nc3ccccc3OC)CC2=O)cc1 (stereo not drawn)	-9	11	-2.0	-3	0.3	3	-12	0
O=C(CNC(=O)c1ccccc1F)OCC(=O)N1CCCCC1	-4	-17	.	-2	-0.1	-11	11	-3
Cc1ccc(NC(=O)CSc2nnc(C3CC3)n2CC2CCCO2)c(C)c1 (stereo not drawn)	8	-4	1.9	-7	0.1	1	6	.
COc1ccc(COC(=O)N/N=C(\C)CC(=O)Nc2ccc(Cl)cn2)cc1	-1	-11	1.6	-14	0.2	-9	2	-10
CCOc1ccc(N(CC(=O)NCCOc2ccc(C)cc2)S(=O)(=O)c2ccccc2)cc1	-2	8	-4.3	.	1.0	3	-16	.
CCc1ccc(C(=O)COC(=O)C(CCSC)NC(=O)c2ccccc2)cc1 (stereo not drawn)	0	-7	-0.7	1	0.0	2	5	-2
CCOc1ccccc1C1CC(c2ccc(Br)cc2)Nc2nc(N)nn21 (stereo not drawn)	-3	6	-2.7	1	0.4	1	8	11
C[C@H]1CCCCO[C@H](CN(C)S(=O)(=O)c2cn(C)cn2)[C@@H](C)CN([C@@H](C)CO)C(=O)c2cc(NC(=O)c3ccccc3)ccc2O1	-6	8	0.9	2	0.2	10	-2	-10
COc1cccc(-c2ccc3c(c2)O[C@H](CN(C)C(C)=O)[C@@H](C)CN([C@@H](C)CO)S3(=O)=O)c1	-2	.	1.9	-5	-1.1	-2	15	-5
C[C@@H]1CN([C@H](C)CO)C(=O)c2cc(NC(=O)Cc3cn(C)c4ccccc34)ccc2O[C@@H]1CN(C)C(=O)Nc1ccc(C(F)(F)F)cc1	4	.	2.8	29	-0.5	2	-1	-36
Cc1ccccc1OCC(=O)OCC(=O)NC1CCCC1	3	-3	-1.9	.	0.5	-15	.	-5
CCOC(=O)C1=C(C)NC(=O)NC1c1ccc(-c2ccccc2F)o1 (stereo not drawn)	-4	11	.	.	0.3	-1	17	.
CO[C@@H]1CC[C@H]2CCOc3c(C#N)cccc3C(=O)N(C)C[C@@H](C)C(=O)N(C)C[C@@H]1O2	-4	5	2.4	4	0.4	-1	-2	1
CCOc1ccc(N(CC)S(=O)(=O)c2c(C)[nH]c(=O)[nH]c2=O)cc1	-7	-12	1.4	-3	0.0	-5	3	-5
O=C(c1cnccn1)N1CC(=O)N2[C@H](CO)[C@H](c3ccc(C#CC4CC4)cc3)[C@H]2C1	11	.	2.3	.	0.0	-2	-7	1
CCCCN(C(=O)c1cc2ccccc2o1)c1c(N)n(CCCC)c(=O)[nH]c1=O	-7	-8	0.9	.	0.0	-3	1	-1
COc1cc([C@@H]2c3cc4c(cc3[C@@H](O)[C@H]3COC(=O)[C@H]23)OCO4)cc(OC)c1O[Si](C)(C)C(C)(C)C	-4	47	1.5	6	3.8	2	-3	1
O=C(CCNS(=O)(=O)c1ccc(Br)s1)NCc1ccc(F)cc1	?	4	-0.6	-8	0.2	-4	7	-18
CC(C)C(NS(=O)(=O)c1cccc2nsnc12)C(=O)NCc1ccco1 (stereo not drawn)	4	-9	3.2	-6	1.8	-6	13	-15
Cc1cccc(C)c1NC(=O)CN(C)C(=O)c1ccc(-c2cccc(C(F)(F)F)c2)o1	3	-20	2.0	4	0.0	-4	5	37
NNC(=O)c1[nH]c2ccc(Br)cc2c1-c1ccccc1	-7	-10	7.7	-14	0.3	-4	10	15

An excerpt from above in order of the GSIS activator value, largest number first.
mol,GSIS activator
O=C(CNC(=O)c1ccccc1F)OCC(=O)N1CCCCC1,11
NNC(=O)c1[nH]c2ccc(Br)cc2c1-c1ccccc1,10
CCOc1ccccc1C1CC(c2ccc(Br)cc2)Nc2nc(N)nn21 (stereo not drawn),8
O=C(CCNS(=O)(=O)c1ccc(Br)s1)NCc1ccc(F)cc1,7
O=C(CN1C(=O)C(=O)N(Cc2ccco2)C1=O)Nc1ccc(F)c(F)c1F,-9

Next part:
SMILES	DENV2 CPE	PAX8 inh HTS	F508del corr	ARNT TACC3 PPI	Xi reactivation	ERp5 inh	GSIS activator	EWS-Fli inh
CNC(=O)CN1C(=O)CSc2ncccc21	1	-17	1.2	-2	-0.1	-6	5	14
CCOc1ccc(NC(=O)C2CCC(CNc3c(N4CCCCC4)c(=O)c3=O)CC2)cc1 (stereo not drawn)	0	15	-1.4	5	0.1	1	4	-2
C[C@@H]1CN([C@@H](C)CO)C(=O)c2cccc(NS(=O)(=O)c3cccs3)c2O[C@H]1CN(C)C(=O)Nc1cccc2ccccc12	0	.	-3.2	5	-0.9	1	9	7
CCC(C)c1ccc(NC(=S)NCc2ccccn2)cc1 (stereo not drawn)	.	-21	-1.7	5	1.2	0	0	-4
COCCn1c(=NC(=O)CSCC(=O)N2CCOCC2)sc2cc(C)ccc21	1	.	0.9	-1	0.3	3	-7	.
COc1ccc(OCCN2CCN(S(=O)(=O)c3ccccc3C#N)CC2)cc1	13	-12	0.9	11	-0.1	-4	-11	6
CC(C)(C)c1ccc(CC(=O)N2CCC2(C)C(=O)NCCC#N)cc1 (stereo not drawn)	-4	-15	-1.4	.	0.0	6	-6	-4
COc1ccc(SCC(O)Cn2c3ccccc3c3ccccc32)c(OC)c1 (stereo not drawn)	2	-2	-0.2	.	0.0	3	-6	-6
COc1ccccc1NS(=O)(=O)c1cc(NC(=O)c2sccc2C)ccc1N1CCOCC1	0	4	-1.2	-3	-0.1	0	.	-2
C/C=C/c1ccc([C@@H]2[C@@H](C#N)N(c3ncc(CC)s3)[C@H]2CO)cc1	-14	-4	-2.0	16	0.2	-1	-2	5
CC(C(=O)c1ccc(-c2ccccc2)cc1)[n+]1cccc(Br)c1 (stereo not drawn)	-5	1	3.6	-4	-0.1	6	-2	7
C[C@H]1CN([C@@H](C)CO)C(=O)c2cc(C#Cc3ccccn3)cnc2O[C@H]1CN(C)C(=O)c1cnccn1	4	13	2.1	-11	-0.8	-5	33	0
Cc1ccc(C(=O)NCC2CCCN2S(=O)(=O)c2ccc(C)cc2)cc1 (stereo not drawn)	6	-11	1.5	-5	-0.8	-9	-35	-18
O=C(N/N=C/c1ccccc1O)C1SCCCS1	4	16	-4.4	56*	-0.1	2	-5	19
O=C(Nc1ccc(F)cc1)N1CC(=O)N2[C@H](CO)[C@H](c3ccc(C#Cc4cccnc4)cc3)[C@@H]2C1	1	.	-6.7	.	0.0	2	6	-1
CCCCCC[N+](C)(C)CCSSCC[N+](C)(C)CCCCCC	2	15	2.5	-7	0.0	-2	6	7
CCCC(=O)N1CCC2(CC1)CN(C(=O)Nc1ccc(F)cc1)[C@H](CO)c1c2c2ccc(OC)cc2n1C	?	.	-3.2	.	0.1	.	-38	-3
C[C@@H]1CCCCO[C@H](CN(C)C(=O)CCCN(C)C)[C@@H](C)CN([C@H](C)CO)C(=O)c2cc(NC(=O)Nc3ccc(C(F)(F)F)cc3)ccc2O1	6	-16	1.2	0	-0.6	.	10	-7
O=C(NCc1ccco1)/C(=C/c1ccccc1F)NC(=O)c1ccccc1	-6	-2	2.5	-9	0.0	-11	6	4
CNC1(c2nnnn2-c2c(C)cccc2C)CCOC(C)(C)C1 (stereo not drawn)	6	-2	0.2	-8	-0.1	-5	39	10
Cc1c(NC(=O)COC(=O)c2ncc(Cl)c(Cl)c2Cl)c(=O)n(-c2ccccc2)n1C	-1	9	-1.0	2	0.1	8	1	7
CN1C(=O)c2cc(NC(=O)C3CCCC3)ccc2OC[C@H]2O[C@H](CC(=O)Nc3ccccc3)CC[C@H]21	3	14	2.3	-9	0.5	-8	-8	3
CSc1nsc(N/N=C/c2ccccc2)c1C#N	-2	-100	-2.7	-1	0.5	-5	-9	-49
COc1ccccc1-c1cnc2c(c1)C(=O)N([C@@H](C)CO)C[C@@H](C)[C@@H](CN(C)C(=O)c1cccnc1)O2	5	-25	-1.3	-16	-0.3	1	15	1
O=c1c(C(c2ccc(Cl)cc2)c2c(O)nc3n(c2=O)CCCS3)c(O)nc2n1CCCS2	-2	5	-1.1	8	0.0	3	.	-5

Among those listed so far, these contain an NH in an aromatic ring:
SMILES	DENV2 CPE	PAX8 inh HTS	F508del corr	ARNT TACC3 PPI	Xi reactivation	ERp5 inh	GSIS activator	EWS-Fli inh
CCOc1ccc(N(CC)S(=O)(=O)c2c(C)[nH]c(=O)[nH]c2=O)cc1	-7	-12	1.4	-3	0.0	-5	3	-5
CCCCN(C(=O)c1cc2ccccc2o1)c1c(N)n(CCCC)c(=O)[nH]c1=O	-7	-8	0.9	.	0.0	-3	1	-1
NNC(=O)c1[nH]c2ccc(Br)cc2c1-c1ccccc1	-7	-10	7.7	-14	0.3	-4	10	15

Reformatted: 2 of the compounds above
molecule | DENV2 CPE | PAX8 inh HTS | F508del corr | ARNT TACC3 PPI | Xi reactivation | ERp5 inh | GSIS activator | EWS-Fli inh
COc1ccccc1-c1cnc2c(c1)C(=O)N([C@@H](C)CO)C[C@@H](C)[C@@H](CN(C)C(=O)c1cccnc1)O2 | 5 | -25 | -1.3 | -16 | -0.3 | 1 | 15 | 1
O=c1c(C(c2ccc(Cl)cc2)c2c(O)nc3n(c2=O)CCCS3)c(O)nc2n1CCCS2 | -2 | 5 | -1.1 | 8 | 0.0 | 3 | . | -5

(continued)
SMILES	DENV2 CPE	PAX8 inh HTS	F508del corr	ARNT TACC3 PPI	Xi reactivation	ERp5 inh	GSIS activator	EWS-Fli inh
COc1cc(OC)cc(-c2c(C#Cc3ccsc3)c3cc(-c4ccc(OC)c(OC)c4)ccc3n2C)c1	18	0	3.9	-2	-0.1	-6	2	1
CCN1CCN(C(=O)c2ccc3c(c2)N(Cc2ccccc2)C(=O)c2ccccc2S3=O)CC1 (stereo not drawn)	10	8	-2.7	-3	-0.2	-3	-8	-2
O=C(COC(=O)CCC1CCCC1)NCc1ccc(Cl)cc1	0	8	-1.2	0	0.0	0	12	2
Cc1ccc(C2=NN(CCC(=O)NCc3ccc4c(c3)OCO4)C(=O)CC2)cc1	-3	24	.	-3	0.1	-3	.	0
COCCN(C(=O)c1cc(S(=O)(=O)N2CCCCC2)ccc1Cl)c1c(N)n(CC(C)C)c(=O)[nH]c1=O	-6	4	1.3	-2	0.0	-4	5	-1
O=[N+]([O-])c1ccc2cc[nH]c2c1	3	.	-2.2	3	0.1	-2	1	-11
COC(=O)c1cc(NC(C)=O)ccc1N1CCOCC1	?	19	-0.7	3	0.3	-1	2	6
O=C(C[C@@H]1C=C[C@@H](NC(=O)C2CC2)[C@H](CO)O1)NCc1ccccc1Cl	9	-2	-1.4	-12	1.0	1	8	-4
COc1ccccc1OCC(=O)N/N=C(\C)c1ccc2ccccc2c1	-1	-13	-4.4	.	0.2	4	.	8

From PubChem
